Screens: PubChem, National Center for Advancing Translational Sciences (NCATS)
Lipid storage S3 – qHTS Assay for Lipid Storage Modulators in Drosophila S3 Cells; Drosophila S3 cells, BODIPY lipid droplet fluorescence, 18-24 h; cells fed with added oleic acid; Potency in µM for hits, for the others lipid storage change, negative = inhibition, % at the top dose, mostly 46.1 µM; 320,000 tested, 0.64% active; active = well fitted inhibition curve with a large enough effect in the signal ratio, with a control signal flat, not every such curve was filed as active; inconclusive = small, poorly fitted or top-dose-only effect, or effect the other way, or a change in a side signal; the % refers to the signal ratio
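Drosophila S3 cells loaded with oleic acid (400 uM, as added) and compounds at several concentrations; lipid droplets imaged by 488-nm laser-scanning cytometry, 500–530 nm intensity and object ratio to cell channel. Percent activity normalized to 20 uM Triacsin C.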
Lipid storage S3 cell count max – also measured in Lipid storage S3; calls as there; cell number change, %; measured here: cell count max response;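 cells counted by Cell Tracker Red CMTPX staining in the red channel; peak over a dose series mostly up to 46.1 µM; percent activity relative to internal control wells on each plate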
Active calls of the source: *; i = inactive; ? = inconclusive; / = not tested or not shown. % is set by controls: 0 for no effect and ±100 for the full control effect; potency is the fitted concentration of half-maximal effect. An excerpt (hit frequency here may not be typical).

structure	Lipid storage S3	Lipid storage S3 cell count max
CCOC(=O)C1=C(CSc2n[nH]c(N)n2)NC(=O)NC1C (stereo not drawn)	7.3%	-20.7
CCN(CC)S(=O)(=O)c1ccc(N2CCCC2)c(NS(=O)(=O)c2ccc(OC)cc2)c1	1.1%	10.1
COc1ccc(C(=O)N2CCCCCC2)cc1S(=O)(=O)N1CCOCC1	?	/
Cc1ccc(S[C@@H](CCN2CC[C@H](NC(=O)OCc3ccccc3)CCC2=O)c2ccccc2)cc1	i	18.8
Cc1ccccc1OCC(=O)Nc1sc(C(=O)Nc2cccc(C)c2C)c(C)c1C#N	?	/
CC(CO)NCC12CC3CC(CC(C3)C1)C2 (stereo not drawn)	?	/
CN1CCN(S(=O)(=O)c2ccc3c(c2)NC(=O)C2CCCN32)CC1 (stereo not drawn)	-0.1%	25.1
COC(=O)C(O)(CC(=O)Nc1cccc(SC)c1)C(F)(F)F (stereo not drawn)	i	1.6
CC1CCC2(CC1)NC(=O)N(CC(=O)Nc1cccc(S(=O)(=O)N3CCCC3)c1)C2=O (stereo not drawn)	?	/
Cc1cc(C(=O)OCC(=O)N2CC(=O)Nc3ccccc32)c(C)n1-c1ccc(F)cc1	5.4%	8.5
Cc1nn(-c2ccccc2)c(Cl)c1C(=O)N1CCN(C)CC1	?	/
CCn1c(C)cc(/C=C2/NC(=O)N(Cc3ccccc3F)C2=O)c1C	?	/
CC1CCCC(C)N1C(=S)SCC(=O)O (stereo not drawn)	-11.2%	11.8
CSc1ccc(S(=O)(=O)N2CCC(C(=O)NCCN3CCOCC3)CC2)cc1	i	-4.3
Cc1ccc2cc3cc(C(=O)NCCCN4CCCC4)oc3nc2c1	?	/
CCOC(=O)N1CCN(Cc2nc3ccc([N+](=O)[O-])cc3c(=O)n2-c2cccc(OC)c2)CC1	?	/
CO/N=C(/CS(=O)(=O)c1ccc(C)cc1)c1ccc(OC)cc1	?	/
Cc1cccc(C)c1NC(=S)N/N=C/c1ccc(C(=O)O)cc1	-6.0%	-3.2
Nc1nnc(CC(=O)N/N=C/c2ccc([N+](=O)[O-])cc2)s1	13.2%	11.5
Cc1ccc(C)c(C(=O)Nc2nc3ccccc3[nH]2)c1	?	/
O=c1[nH]c(SCc2ccccc2Cl)nc2[nH]ncc12	?	/
CC1(C)C(C(=O)O)N2C(=O)C(NC(=O)Cc3ccccc3)C2S1=O (stereo not drawn)	?	/
CCc1ccccc1N1C(=O)C2C3CC(=O)C(c4ccccc43)C2C1=O (stereo not drawn)	-14.3%	3.8
O=C(Oc1cccc(C(=S)N2CCOCC2)c1)c1ccccc1	?	/
Cc1oc2c(C)c3oc(=O)c(CCC(=O)O)c(C)c3cc2c1-c1ccccc1	8.1%	4.4
COc1ccc(C(=O)C[n+]2ccccc2/C=N/O)cc1	?	/
Cc1[nH]n(-c2nc(-c3cccc([N+](=O)[O-])c3)cs2)c(=O)c1C	?	/
CC(=O)N(C)c1cccc(-c2ccc3nnc(C)n3n2)c1	-2.4%	2.4
CCOC(=O)C1CCCN(S(=O)(=O)c2ccc(C)cc2)C1 (stereo not drawn)	2.5%	-13.9
CC(=O)C1=C(c2ccccc2)NC(=S)NC1c1ccc(O)c(O)c1 (stereo not drawn)	?	/

Further records:
structure	Lipid storage S3	Lipid storage S3 cell count max
Cc1ccc(Oc2ccc(OCC(=O)NC(CC(C)C)C(=O)O)cc2)cc1 (stereo not drawn)	?	/
Cc1cc(CCCCCCCCc2cc(C)cc(=O)o2)oc(=O)c1	?	/
COc1ccc(-n2c(C)cc(=O)c3c2CC(C)(C)CC3=O)cc1	?	/
Cc1ccc(-n2nnnc2SCC(=O)Nc2cccc(NC(=O)c3ccco3)c2)cc1C	-21.2%	-21.1
COc1ccccc1N1CCN(C2CCCN(C(=O)c3cscn3)C2)CC1 (stereo not drawn)	7.3%	2.1
NC1=NC(=O)/C(=C/c2ccc(OCC(=O)O)cc2)S1	?	/
COC(=O)Cn1c(CN(Cc2ccccc2)Cc2ccccc2)nc2c1c(=O)[nH]c(=O)n2C	21.9%	-6.7
O=C(Nc1ccc(S(=O)(=O)Nc2ccccn2)cc1)c1cccc(Cl)c1	?	/
Cc1cc(C)c([C@@H]2C[C@H]3CN(C4CCCC4)C(=O)[C@]34CCCN24)c(-n2cccn2)c1	-16.1%	-5.5
Cc1cc(-c2csc(NC(=O)c3ccc(C#N)cc3)n2)c(C)n1Cc1ccco1	?	/
Cn1c(C(=O)N2CCN(C(=O)c3ccco3)CC2)cc2c(=O)n(C)c3ccccc3c21	?	/
Cc1ccc(NC(=S)N(CCCN2CCCC(C)C2)Cc2ccco2)cc1C (stereo not drawn)	?	/
CC1CCCN(C(=O)NC(=O)c2ccc(Cl)cc2)C1 (stereo not drawn)	3.6%	17.0
COC(=O)CSc1ccc2nnc(CCNS(=O)(=O)c3ccc(C)cc3)n2n1	7.7%	7.8
Cc1sc2ncnc(SCC(=O)NNC(=O)c3ccco3)c2c1C	?	/
CCOC(=O)C1CCCN(S(=O)(=O)c2cc(OCC(N)=O)c(C)cc2Cl)C1 (stereo not drawn)	?	/
COc1ccccc1Nc1nc(N)nc(CCl)n1	9.0%	14.1
Cn1nnnc1SCc1nnc(-c2ccc(Cl)cc2)o1	?	/
CC(C)(C)OC(=O)N[C@@H](Cc1ccccc1)c1nnc(SCC(N)=O)o1	-1.4%	10.6
O=C1CCCCCN1CSc1nc2ccccc2s1	i	/
O=C(OCc1cnc(Cl)s1)c1cccs1	-12.9%	8.6
Cn1nc(C(=O)N2CCN(c3ccc([N+](=O)[O-])cc3)CC2)c2c1-c1ccccc1S(=O)(=O)C2	i	23.0
O=C(Nc1ccc(S(=O)(=O)N2CCOCC2)cc1)c1cc(-c2cc(Cl)ccc2O)n[nH]1	-18.7%	-11.8
CC1CN(Cc2nc3c(c(=O)n(C)c(=O)n3C)n2CC(O)CO)CC(C)O1 (stereo not drawn)	-5.1%	-4.8
c1csc(-c2ccnc3ncnn23)c1	?	/
CN1N=C(C(F)(F)F)CC1=O	?	/
Cc1ccc(S(=O)(=O)CCC(=O)Nc2nc(C(C)(C)C)cs2)cc1	23.1µM*	-1.1*
C=CCn1c(SCC(=O)N2CCCC2)nc2c([nH]c3ccccc32)c1=O	18.9%	12.1
CCOc1ccc(CNC(=O)CCc2cn(Cc3ccccc3)c3ccccc23)cc1	8.0%	10.5
CC(C)c1ccc(NC(=O)C2CCN(c3ncnc4c3nc3n4CCCCC3)CC2)cc1	?	/

Some of these compounds in order of their number in Lipid storage S3 cell count max, highest first:
compound | Lipid storage S3 cell count max
Cn1nc(C(=O)N2CCN(c3ccc([N+](=O)[O-])cc3)CC2)c2c1-c1ccccc1S(=O)(=O)C2 | 23.0
O=C(OCc1cnc(Cl)s1)c1cccs1 | 8.6
CC1CN(Cc2nc3c(c(=O)n(C)c(=O)n3C)n2CC(O)CO)CC(C)O1 (stereo not drawn) | -4.8
COC(=O)Cn1c(CN(Cc2ccccc2)Cc2ccccc2)nc2c1c(=O)[nH]c(=O)n2C | -6.7

The list continues:
structure	Lipid storage S3	Lipid storage S3 cell count max
CCOC(=O)Cc1csc(-n2sc3ccccc3c2=O)n1	?	/
Cc1cc(C)c(C)c(S(=O)(=O)N2CCN(C(=O)c3ccccc3OCc3c(C)noc3C)CC2)c1C	?	/
C/C(=N\NC(=O)c1nnn(-c2nonc2N)c1-c1ccc2c(c1)OCO2)c1ccc(C)cc1	-12.0%	0.5
Cc1[nH]c(C)c(S(=O)(=O)NCc2ccc(N(C)C)cc2)c1C(=O)N1CCCC1	i	/
COc1ccc(CNC(=O)COC(=O)/C=C/c2ccc(Cl)cc2)cc1	?	/
O=C(COc1ccccc1)Nc1ncn[nH]1	7.3%	9.6
O=C(NC1CCCC1)C(c1ccc(N2CCOCC2)cc1)N(Cc1ccccc1)C(=O)c1ccco1 (stereo not drawn)	?	/
CCCCCOCC1CC(C/C(C)=N/NC(N)=O)(C(=O)OCC)C(=O)O1 (stereo not drawn)	-0.8%	12.8
O=[N+]([O-])c1ccc(-c2ccc(S(=O)(=O)N3CCOCC3)cc2)cc1	20.9%	-1.8
O=C(Nc1ccc2ccccc2c1)c1ccc(Cl)cc1Cl	10.6%	-1.0
Cc1cccc(-n2c(SCC(=O)NCc3ccco3)nc3ccccc3c2=O)c1	?	/
COc1ccccc1N1CCSC1C(N)=O (stereo not drawn)	7.5%	2.0
O=C(NC1CCN(C(=O)N2CCOCC2)CC1)c1ccccc1	?	/
N#Cc1ccc(NC(=O)C2CC(c3ccc(F)cc3)=NO2)cc1 (stereo not drawn)	12.8%	-2.1
N#Cc1ccc(OCc2cccc(S(=O)(=O)N3CCOCC3)c2)cc1	?	/
C=CCN(c1ccccc1)S(=O)(=O)c1cccc(C(=O)NCc2ccncc2)c1	?	/
Cc1onc(-c2c(Cl)cccc2Cl)c1C(=O)c1c[nH]c(C(=O)NCC2CCCO2)c1 (stereo not drawn)	?	/
CCN1C(=O)C(CC(=O)Nc2cccc(C(C)=O)c2)S/C1=N\c1ccccn1 (stereo not drawn)	3.9%	-8.2
Cc1c(NC(C)c2cc(Cl)ccc2O)c(=O)n(-c2ccccc2)n1C (stereo not drawn)	i	/
CCOc1ccc(NC(=O)CN(C)C(=O)c2cc(S(=O)(=O)N3CCCCC3)ccc2C)cc1OCC	?	/
CCOC(=O)c1c(C)[nH]c(C)c1S(=O)(=O)NCC(=O)Nc1ccccn1	?	/
COC(=O)c1c(NS(=O)(=O)c2cccs2)sc2c1CCCC2	?	/
CCOC(=O)/C(=C\Nc1ccc(OC(F)(F)F)cc1)Sc1ncc(C(F)(F)F)cc1Cl	?	/
Oc1cccc(NC(=S)Nc2cccnc2)c1	2.1%	9.5
COc1ccc(-c2cn(-c3ccc(C)cc3C)c(=S)[nH]2)cc1OC	?	/
COc1ccc(NC(=O)CC2C(=O)N(c3cccc(C)c3)C(=O)N2C2CCCCC2)cc1 (stereo not drawn)	i	/
CN(CC(=O)Nc1ccccc1Cl)C(=O)COC(=O)/C=C/c1ccccc1	?	/
Cc1ccc(S(=O)(=O)NCC(c2cccnc2)N2CCN(Cc3ccccc3)CC2)cc1 (stereo not drawn)	?	/
COc1cccc(C(=O)Nc2ccc3nc4n(c(=O)c3c2)CCCC4)c1	-11.5%	-6.3
COc1ccc(C2=NOC3(CC(=O)N(c4ccc(C)cc4)C3=O)C2)cc1 (stereo not drawn)	?	/

A different layout for part of the listing above.
Screens in order: Lipid storage S3	Lipid storage S3 cell count max
- CCCCCOCC1CC(C/C(C)=N/NC(N)=O)(C(=O)OCC)C(=O)O1 (stereo not drawn)
    -0.8%	12.8
- Cc1cc(C)c(C)c(S(=O)(=O)N2CCN(C(=O)c3ccccc3OCc3c(C)noc3C)CC2)c1C
    ?	/

Later entries:
structure	Lipid storage S3	Lipid storage S3 cell count max
CC(=O)N/C(=N/c1nc(C)cc(C)n1)Nc1ccc(NC(C)=O)cc1	i	/
COCCSc1nnc(NC(=O)CSc2ccccc2)s1	16.6%	-0.6
CCCNc1c(F)c(F)c2c(C)c3ccccc3nc2c1F	14.6µM*	13.7*
Cc1c(NC(=O)c2noc(C(C)C)c2[N+](=O)[O-])c(=O)n(-c2ccccc2)n1C	?	/
CC(SCc1cn2cc(Cl)ccc2n1)C(=O)O (stereo not drawn)	?	/
CCOC(=O)C1CCN(C(c2cc3ccc(C)c(C)c3[nH]c2=O)c2nnnn2C2CCCCC2)CC1 (stereo not drawn)	?	/
COc1ccccc1C(c1nnnn1C(C)(C)C)N1CCN(Cc2ccccc2)CC1 (stereo not drawn)	-2.6%	-6.0
CCc1noc(C)c1C(=O)OCC(=O)NCc1ccccc1	?	/
COc1cc(NC(=O)CN2C(=O)NC(C)(c3ccc4ccccc4c3)C2=O)c(C)cc1[N+](=O)[O-] (stereo not drawn)	28.4%	10.6
CC1(C)CC(CC(=O)O)CC(C)(C)N1	-1.2%	1.0
Cc1ccsc1C(=O)Nc1ccc(S(=O)(=O)N2CCOCC2)cc1	?	/
COc1ccc(CN2CCN(S(=O)(=O)c3ccc(F)cc3)CC2)c(OC)c1OC	-5.4%	-8.4
COc1ccc(NC2CCCN(C(=O)c3ccc4nc(C)c(C)nc4c3)C2)cc1OC (stereo not drawn)	i	/
CCOC(=O)/C=C/C(=O)Nc1ccc(S(=O)(=O)N2CCc3ccccc32)cc1	-28.9%	41.2
CN(C)C(=O)/C(=C\c1cccc(Oc2ccccc2)c1)NC(=O)c1ccccc1	-10.2%	3.2
O=C(COC(=O)C1CCN(S(=O)(=O)c2ccc3c(c2)OCCO3)CC1)Nc1cccc2ccccc12	26.3%	14.2
CC(C)C1Nc2ccc(S(N)(=O)=O)cc2C2C=CCC21 (stereo not drawn)	i	/
COc1ccc(C(c2sc3nc(C)nn3c2O)N2CCC(O)CC2)cc1OC (stereo not drawn)	?	/
Cc1cccc(Nc2nc(N)nc(CCl)n2)c1	3.7%	2.0
CCOC(=O)/C=C(\C)Sc1cc(O)c2ccccc2c1O	?	/

Some of these compounds in order of molecular weight, falling:
structure	Lipid storage S3	Lipid storage S3 cell count max
CCOC(=O)C1CCN(C(c2cc3ccc(C)c(C)c3[nH]c2=O)c2nnnn2C2CCCCC2)CC1 (stereo not drawn)	?	/
COc1ccc(NC2CCCN(C(=O)c3ccc4nc(C)c(C)nc4c3)C2)cc1OC (stereo not drawn)	i	/
CN(C)C(=O)/C(=C\c1cccc(Oc2ccccc2)c1)NC(=O)c1ccccc1	-10.2%	3.2
CC1(C)CC(CC(=O)O)CC(C)(C)N1	-1.2%	1.0
